# MRP reversal – reversal of MRP1-mediated doxorubicin resistance, primary screen, H69AR cells, doxorubicin co-treatment; H69AR cells + 2 uM doxorubicin, CellTiter-Glo, 72 h; differential viability (reversal), % at 10 µM; 85,000 tested, 0.04% active; AID 602, 2007;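 active means viability drop by adding the cancer drug above about 55%, with treated viability meeting a 40% cutoff, limit read from the data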;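 further: viability without doxorubicin minus viability with 2 µM doxorubicin for each compound; larger differential means the compound sensitizes cells more to doxorubicin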
# IL1B NFkB pot – enhancers of NFkB p65 translocation in HUVEC – imaging, IL-1B stimulus, high-content imaging, primary screen; AID 819, 2007; activation, % at 2 µM; 94,000 tested, 0.3% active; HUVEC IL-1B NFkB p65 nuclear translocation imaging;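 active means activation above 40%, about the mean plus 3 SD, also judged a hit on visual image review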;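 further: percent activation is computed from the nuclear over cytoplasmic p65 intensity ratio; values of inactives mirror those of a sister screen read the other way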
# NFkB transloc inh – inhibitors of IL-1B driven NFkB p65 nuclear import, primary screen, imaging, HUVEC, IL-1B stimulus, high-content imaging. inhibition, % at 2 µM. 94,000 tested, 0.43% active. HUVEC IL-1B NFkB p65 nuclear translocation imaging;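 active means inhibition above about 30% together with a positive call from visual inspection of the well image, limit read from the data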;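 further: nuclear over cytoplasmic p65 intensity ratio measured by imaging; 0% = IL-1B stimulated DMSO wells and 100% = unstimulated DMSO wells; values of inactives mirror those of a sister screen read the other way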
# PLAP inhibition – PLAP enzyme inhibitors, biochemical, luminescence, HTS (AID 690) | Alkaline phosphatase, placental type (Homo sapiens) | purified PLAP, luminescent substrate; higher % means a stronger effect | one-dose inhibition, % at 20 µM; IC50 in µM for titrated hits | 96,000 tested, 0.08% active; in the data active means a potency from the dose series; inactive means the rest, 99 in 100 with inhibition below about 30%; further: strong numbers were not always called active
# Bcl-B displacement – displacers of TR3 peptide from Bcl-B, primary screen, selectivity assay for Bfl-1 inhibitor project, biochemical, fluorescence polarization; FP displacement of FITC-TR3 peptide from Bcl-B; higher % means a stronger effect; 96,000 tested, 0.11% active; displacement, % at 20 µM; hits with a dose series show IC50 in µM;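 active means displacement above 50% at 20 µM plus a fluorescence interference ratio under 1.5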;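 further: plate controls were wells without compound for no effect and wells lacking Bcl-B protein for full effect; a part of the inactive calls stands beside numbers as strong as those of hits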
# MRP reversal cytotoxicity – recorded beside MRP reversal, whose call it bears; viability, %; H69AR cells, CellTiter-Glo, 72 h; measured here: cytotoxicity without doxorubicin
# MRP reversal with doxorubicin – second read-out of MRP reversal, no call of its own (marks repeat the call); viability, %; measured here: viability with 2 uM doxorubicin; hits give low values
# NFkB transloc inh cell count 2 µM – second read-out of NFkB transloc inh, no call of its own (marks repeat the call); cell count; measured here: cells passing quality filter;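 raw number of nuclei counted in each imaged well without normalization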
# IL1B NFkB pot cell count 2 µM – recorded beside IL1B NFkB pot, whose call it bears; cell count; measured here: cells passing quality filter
# Numbers without * were called inactive; . = not tested or not shown. The list is partial; the hit share may differ from the screen's.
SMILES,MRP reversal,MRP reversal cytotoxicity,MRP reversal with doxorubicin,IL1B NFkB pot,IL1B NFkB pot cell count 2 µM,NFkB transloc inh,NFkB transloc inh cell count 2 µM,PLAP inhibition,Bcl-B displacement
CCc1c(C)sc(NC(=O)c2cc(-c3cc(OC)ccc3OC)on2)c1C#N,.,.,.,-1,85,1,85,-6%,-13%
Cc1ccc(OC(=O)c2ccc(N3CCOCC3)c([N+](=O)[O-])c2)cc1,.,.,.,-8,95,8,95,-4%,-7%
C(=N\n1cnnc1)/c1ccccn1,-2,101,103,.,.,.,.,12%,-1%
CCCN1C(=O)c2ccc(C(=O)Nc3cc(C)on3)cc2C1=O,19,121,102,7,178,-7,178,4%,-2%
Cc1cc2c(c(=O)n1Cc1ccco1)C(c1ccccc1)C(C#N)=C(N)O2 (configuration not stated),-12,70,82,-14,112,14,112,27%,1%
CC(C)c1ccc(NC(=O)c2cnn(-c3ccccc3)c2NC(=O)c2ccco2)cc1,-17,60,77,7,199,-7,199,-48%,-14%
COc1ccc(S(=O)(=O)NCc2ccc3c(c2)OCO3)cc1C(=O)O,2,98,96,-7,105,7,105,-34%,8%
CCc1ccccc1N=C1SCC(=O)N1C,.,.,.,-3,95,3,95,-3%,47%
Nc1nc(C2CCCCC2)cs1,5,97,92,4,167,-4,167,12%,11%
COc1cccc(NC=C2C(=O)OC(C)(C)OC2=O)c1,4,100,95,.,.,.,.,4%,-19%
O=C1C2C3C=CC(C3)C2C(=O)N1CCN1CCN(S(=O)(=O)c2ccc3ccccc3c2)CC1 (configuration not stated),-3,72,75,27,137,-27,137,-27%,1%
Cc1ccc(N2CCN(C(=O)N3CCCC3)CC2)cc1C,4,92,88,3,107,-3,107,-54%,-5%
C1=C(CCNCC2CC2)CCCC1,.,.,.,-13,158,13,158,5%,2%
S=C(Nc1cccc(Cl)c1)N1CCOCC1,.,.,.,8,135,-8,135,3%,-2%
C=CCn1c(SCC(=O)Nc2ccccc2OC)nnc1-c1ccccn1,-6,98,103,8,173,-8,173,.,.
CCc1ccc2c(c1)c(N=NC1=NC(=O)CS1)c(O)n2C,.,.,.,-5,157,5,157,1%,8%
O=C(Cn1nnc(-c2ccccc2NC(=O)c2ccco2)n1)NC1CCCCC1,-15,82,97,14,166,-14,166,-66%,-33%
O=C(CSc1nnc(Cc2ccccc2)o1)NC1CC2CCC1C2 (configuration not stated),9,95,85,-4,92,4,92,19%,-8%
Cc1ccc(OCc2nc(C#N)c(NCCCn3ccnc3)o2)cc1,13,100,87,10,103,-10,103,-20%,5%
Cc1nc(NC2=NCN(CCCN3CCOCC3)CN2)nc2c(C)cccc12,-3,2,5,14,125,-14,125,-10%,-1%
CCOC(=O)NC1(C(F)(F)F)NC(=O)N(Cc2ccco2)C1=O (configuration not stated),-4,103,107,3,93,-3,93,4%,-7%
COc1ccc(C(=O)NCC23C=CC(O2)C2C(=O)N(Cc4ccccc4)C(=O)C23)cc1 (configuration not stated),3,86,84,1,137,-2,137,5%,1%
CC1CCCC(NC(=O)C2CCN(S(=O)(=O)N3CCOCC3)CC2)C1C (configuration not stated),6,91,85,-9,103,9,103,-11%,-4%
COc1ccc(C(=O)Nc2cccc([N+](=O)[O-])c2)cc1Br,.,.,.,-2,193,2,193,.,.

# Complete entries, looked up by structure. Order of screens: MRP reversal, MRP reversal cytotoxicity, MRP reversal with doxorubicin, IL1B NFkB pot, IL1B NFkB pot cell count 2 µM, NFkB transloc inh, NFkB transloc inh cell count 2 µM, PLAP inhibition, Bcl-B displacement
# `C1=C(CCNCC2CC2)CCCC1` reads ., ., ., -13, 158, 13, 158, 5%, 2%
# `O=C(CSc1nnc(Cc2ccccc2)o1)NC1CC2CCC1C2` (configuration not stated) reads 9, 95, 85, -4, 92, 4, 92, 19%, -8%

# Continuation.
SMILES,MRP reversal,MRP reversal cytotoxicity,MRP reversal with doxorubicin,IL1B NFkB pot,IL1B NFkB pot cell count 2 µM,NFkB transloc inh,NFkB transloc inh cell count 2 µM,PLAP inhibition,Bcl-B displacement
O=C(O)COc1ccc(Br)cc1/C=C1/SC(=O)N(CC(=O)N2CCCC2)C1=O,.,.,.,4,152,-4,152,-204%,4%
CC(C)Oc1ccc(CNC(=O)CC(c2ccccc2)c2cc(Cl)ccc2O)cc1 (configuration not stated),.,.,.,8,155,-8,155,-26%,0%
CC(NC(=O)OCc1ccccc1)C(=O)N1CC(O)CC1C(=O)O (configuration not stated),-9,94,103,-8,107,8,107,-8%,1%
c1ccc(-n2nnc3cnccc32)cc1,-9,82,91,.,.,.,.,22%,-7%
COc1ccccc1-n1c(SCC(=O)Nc2ccc(C)cc2)nc(O)cc1=O,-6,120,126,1,199,-1,199,-53%,8%
C=CCn1c(SCC(=O)NC2CCS(=O)(=O)C2)nc2scc(C3CC3)c2c1=O (configuration not stated),17,105,88,-12,143,12,143,-71%,-59%
COCCNC(=O)C(=O)NCCN1CCOCC1,5,98,93,-2,78,2,78,.,.
CCc1nnc(NS(=O)(=O)c2ccc(NC(=O)OC)cc2)s1,8,91,83,-6,92,6,92,-17%,-7%
COc1ccc(C)cc1NC(=O)c1cc2cc3ccc(C)cc3nc2o1,10,105,95,-2,167,2,167,3%,-11%
COc1cccc(C2CC(c3cccs3)=NN2C(=S)Nc2ccccc2)c1OC (configuration not stated),.,.,.,-6,111,6,111,-10%,-19%
CC1(c2ccccc2Cl)NC(=O)N(CC(=O)NC(=O)NCc2ccco2)C1=O (configuration not stated),12,93,81,2,205,-2,205,-39%,-2%
CCOC(=O)c1c(C)sc(Sc2ccc(Cl)cc2[N+](=O)[O-])c1OC,1,72,71,-16,131,16,131,14%,5%
CCCCC(=O)Nc1ccc(C)c(O)c1,.,.,.,.,.,.,.,10%,3%
O=C(O)C1C2C=CC(C2)C1C(=O)NCCC1=CCCCC1 (configuration not stated),5,107,102,2,112,-2,112,-2%,-2%
COc1ccccc1N1CC(C(=O)Nc2cccc(C(=O)O)c2)CC1=O (configuration not stated),-2,100,103,20,132,-20,132,-7%,-1%
Cc1csc(Sc2nc3c(c(=O)[nH]c(=O)n3C)n2Cc2ccccc2Cl)n1,-16,69,85,-31,96,31*,96*,0%,3%
CN(C)S(=O)(=O)N(CC(=O)Nc1ccccc1F)c1ccccc1,.,.,.,6,25,-6,25,.,.
O=C(CCSc1nc(-c2ccco2)cc(C(F)(F)F)n1)N1CCN(c2ccccc2)CC1,-36,64,100,23,139,-23,139,-29%,-1%
COc1ccccc1-c1nnc2sc(COc3ccc(Cl)cc3)nn12,19,97,78,-1,165,1,165,-34%,-1%
O=C(NCCCc1ccccc1)c1ccncc1,16,102,86,-3,181,3,181,9%,13%
CCCCOc1ccc(C(=O)Nc2ccc(N3CCN(C)CC3)cc2)cc1,-50,23,73,6,136,-6,136,-25%,-4%
CC(=O)Nc1ccc(S(=O)(=O)NCCC(=O)NCCc2ccc(F)cc2)cc1,56,98,42,-2,115,2,115,13%,-9%
CC[C@H](C)[C@H](NC(=O)c1ccc(Cl)cc1)C(=O)OCC(=O)c1ccc2c(c1)NC(=O)CO2,0,3,2,18,75,-18,75,-53%,-96%
Cc1cc(C(=O)N2CCN(C/C=C/c3ccccc3)CC2)cs1,3,77,74,6,154,-6,154,-59%,-6%
Cc1ccc(-c2nn3c(C)nnc3s2)cc1NC(=O)c1ccc(-c2cccc(Cl)c2)o1,2,4,2,-2,53,2,53,-60%,-228%
CCc1ccc2[nH]c3nc(SCc4nnc(-c5ccc(C)cc5)o4)nnc3c2c1,-3,9,13,10,131,-10,131,.,.
O=C(/C=C/c1ccccc1)NC(=S)NNC(=O)Cc1cccs1,-13,50,64,-1,96,1,96,.,.
Cc1noc(C)c1C(=O)OCC(=O)NC(c1ccccc1)c1ccccc1,2,87,85,-2,96,2,96,5%,-13%
O=C(N=C1SCC(=O)N1c1ccccc1Cl)c1ccco1,-4,81,85,-10,175,10,175,-42%,-19%
O=P1(O)C=C(c2ccccc2)OC(c2ccccc2)=C1,-35,57,92,.,.,.,.,1%,-12%
CSc1nncc(=O)[nH]1,13,109,96,6,113,-6,113,18%,0%
COc1cccc(-c2cc3nc(-c4ccccc4)cc(N4CCC5(CC4)OCCO5)n3n2)c1,-9,68,77,-5,153,5,153,-30%,-6%
COCCOC(=O)C1=C(C)NC2=C(C(=O)CCC2)C1c1ccc(N(C)C)cc1 (configuration not stated),1,101,100,10,150,-10,150,-49%,-4%
Fc1ccccc1COc1cccc(/C=N/n2cnnc2)c1,16,101,85,30,136,-30,136,23%,-5%
CCCc1cc(-c2n[nH]c(=S)n2C(C)c2ccccc2)cs1 (configuration not stated),.,.,.,-8,170,8,170,-48%,-5%
Cc1ccc(C(=O)COC(=O)c2ccc(Br)o2)cc1C,2,102,101,15,132,-15,132,27%,3%

# Sorted by formula weight (ascending): some entries from above.
SMILES,MRP reversal,MRP reversal cytotoxicity,MRP reversal with doxorubicin,IL1B NFkB pot,IL1B NFkB pot cell count 2 µM,NFkB transloc inh,NFkB transloc inh cell count 2 µM,PLAP inhibition,Bcl-B displacement
CSc1nncc(=O)[nH]1,13,109,96,6,113,-6,113,18%,0%
O=P1(O)C=C(c2ccccc2)OC(c2ccccc2)=C1,-35,57,92,.,.,.,.,1%,-12%
Cc1ccc(C(=O)COC(=O)c2ccc(Br)o2)cc1C,2,102,101,15,132,-15,132,27%,3%
Cc1noc(C)c1C(=O)OCC(=O)NC(c1ccccc1)c1ccccc1,2,87,85,-2,96,2,96,5%,-13%
Cc1ccc(-c2nn3c(C)nnc3s2)cc1NC(=O)c1ccc(-c2cccc(Cl)c2)o1,2,4,2,-2,53,2,53,-60%,-228%

# Following part.
SMILES,MRP reversal,MRP reversal cytotoxicity,MRP reversal with doxorubicin,IL1B NFkB pot,IL1B NFkB pot cell count 2 µM,NFkB transloc inh,NFkB transloc inh cell count 2 µM,PLAP inhibition,Bcl-B displacement
COc1cc(/C=N/NC(=O)/C(=C\c2ccc([N+](=O)[O-])cc2)NC(=O)c2ccccc2)cc(OC)c1O,8,100,92,1,176,-1,176,16%,5%
COc1ccc(-n2c(C)c([N+](=O)[O-])c3ccc(O)c(CN(C)C)c32)cc1,.,.,.,2,149,-2,149,-14%,0%
Cc1ccc(NC(=O)CCn2cccc2)cc1Cl,-1,92,93,10,108,-10,108,4%,-8%
Cc1ccc(N2C(=O)C(Cl)=C(NCc3ccccc3)C2=O)c(C)c1,14,102,88,2,157,-2,157,-8%,-6%
Cc1ccc2c(c1)c1c3n2CCN(C(=O)Cn2c(-c4ccccc4)noc2=O)C3CCC1 (configuration not stated),6,86,81,8,111,-8,111,-37%,-5%
c1ccc(CSc2ncnc3c2cnn3Cc2ccccc2)cc1,9,97,88,-4,144,4,144,14%,-4%

# 2 consecutive records already listed:
SMILES,MRP reversal,MRP reversal cytotoxicity,MRP reversal with doxorubicin,IL1B NFkB pot,IL1B NFkB pot cell count 2 µM,NFkB transloc inh,NFkB transloc inh cell count 2 µM,PLAP inhibition,Bcl-B displacement
Cc1ccc2c(c1)c1c3n2CCN(C(=O)Cn2c(-c4ccccc4)noc2=O)C3CCC1 (configuration not stated),6,86,81,8,111,-8,111,-37%,-5%
c1ccc(CSc2ncnc3c2cnn3Cc2ccccc2)cc1,9,97,88,-4,144,4,144,14%,-4%
